HTRA1 inh: HTRA1 (human) protease inhibition; hit rate 0.5% among 340,000; recombinant HTRA1, FP-rhodamine activity-based probe, fluorescence polarization; inhibition, % at 5.96 µM; AID 504803; Q92743; in the data active = inhibition above about 36%;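 note: 0% = enzyme with DMSO and 100% = wells lacking enzyme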
Target sequence (Q92743 whole entry, looked up): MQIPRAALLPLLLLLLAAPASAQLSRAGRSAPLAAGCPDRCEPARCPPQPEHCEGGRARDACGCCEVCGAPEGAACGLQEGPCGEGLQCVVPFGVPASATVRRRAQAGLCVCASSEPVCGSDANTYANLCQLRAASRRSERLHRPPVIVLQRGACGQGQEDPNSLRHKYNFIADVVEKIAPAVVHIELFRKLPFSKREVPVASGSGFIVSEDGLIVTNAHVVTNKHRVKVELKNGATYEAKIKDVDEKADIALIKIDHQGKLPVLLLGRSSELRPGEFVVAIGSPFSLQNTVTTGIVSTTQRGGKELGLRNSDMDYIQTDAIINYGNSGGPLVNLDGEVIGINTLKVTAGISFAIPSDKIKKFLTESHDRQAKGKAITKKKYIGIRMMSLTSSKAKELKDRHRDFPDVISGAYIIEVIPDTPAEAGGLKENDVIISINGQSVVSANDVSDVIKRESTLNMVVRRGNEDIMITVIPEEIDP
MBD2 inh: inhibitors of human MBD2 binding to methylated oligonucleotide | TR-FRET | hit rate 0.31% among 370,000 | AID 686964 | inhibition, % at 4.4 µM | Q9UBB5; in the data active = inhibition above about 13%
TCR CD3 inh: human TCR-CD3 binding inhibition. hit rate 0.37% among 360,000. inhibition, % at 9.4 µM. TAMRA-labeled TCR probe fluorescence, biochemical; in the data active = inhibition above about 19%;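 note: recombinant mutant TCR 2C K166C tagged with TAMRA read by polarization; 0% = receptor in buffer alone and 100% = receptor with positive control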
UHRF1 binding: blocks human UHRF1 binding to methylated DNA | hit rate 0.75% among 370,000 | inhibition, % at 4.4 µM | UHRF1 binding to methylated oligo, TR-FRET | Q96T88; in the data active = inhibition above about 21%;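 note: UHRF1 SRA domain binding a hemimethylated CpG hairpin DNA probe; 0% = median of test compound wells and 100% = reference inhibitor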
PRMT1 FP inh: blocks human protein arginine methyltransferase 1; Q99873; recombinant PRMT1, activity-based probe fluorescence polarization; inhibition, % at 2.79 µM; hit rate 1.3% among 370,000; AID 652257;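 active = inhibition above about 21% made by adding two undisclosed values, limit read from the data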
rCAG binder: binds r(CAG) RNA repeats | hit rate 1.3% among 370,000 | r(CAG) RNA repeat, TO-PRO-1 dye displacement fluorescence | inhibition, % at 3 µM;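 active = inhibition above the plate cutoff, the mean of all test compounds on that plate plus 3 SD, cut at about 35% in these data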;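 note: 0% = DMSO alone and 100% = 100 µM mitoxantrone as full dye displacement; higher means more dye released from RNA so lower well fluorescence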
ABHD4 inh: inhibitors of mouse ABHD4. hit rate 0.54% among 370,000. inhibition, % at 8.92 µM. AID 720543. purified mABHD4, FP-Rh probe fluorescence polarization. Q8VD66;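 active = inhibition exceeding the mean over every tested compound plus 3 SD, cut at about 30% in these data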;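 note: 0% = plate median of compound wells and 100% = S159A mutant with DMSO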
Target sequence (Q8VD66 whole entry, looked up): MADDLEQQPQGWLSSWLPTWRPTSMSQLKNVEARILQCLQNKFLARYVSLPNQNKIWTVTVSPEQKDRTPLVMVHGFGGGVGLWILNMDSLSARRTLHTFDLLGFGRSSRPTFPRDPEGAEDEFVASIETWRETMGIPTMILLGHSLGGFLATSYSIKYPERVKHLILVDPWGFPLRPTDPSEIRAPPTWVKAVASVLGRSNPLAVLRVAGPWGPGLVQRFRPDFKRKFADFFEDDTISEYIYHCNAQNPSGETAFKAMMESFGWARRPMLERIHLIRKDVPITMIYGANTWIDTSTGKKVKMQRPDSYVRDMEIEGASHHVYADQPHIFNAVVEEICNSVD
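Test system: mABHD4 protein; Read-out basis: % inhibition; Incubation: 45 min + 60 min at 25 °C; Repeats: single replicate; Technique: fluorescence polarization with parallel and perpendicular emission, 525/598 nm; Compound: 8.92 µM, single dose; Benchmarks: full inhibition S159A mutant plus DMSO, zero as sample-well median.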
NR1D1 modulator: modulates human Rev-erb alpha binding to DNA | P20393 | Rev-erbα–FITC-DNA binding, fluorescence polarization, 90 min | activity, % at 10 µM | hit rate 0.79% among 370,000;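 active = activity above about 14%, limit read from the data; passing the limit was not always enough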;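 note: 0% = DMSO wells with 35 nM protein and 100% = DMSO wells with 750 nM protein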
PG9 Ab binder: binds the HIV-1 gp120 antibody PG9. hit rate 0.43% among 360,000. inhibition, % at 6.7 µM. TR-FRET gp120-PG9 antibody binding. AID 624416; in the data active = inhibition above about 8.5%
LEDGF integ inh: blocks HIV-1 LEDGF/p75-dependent DNA integration. hit rate 0.64% among 370,000. TR-FRET IN-LEDGF/p75 DNA integration, Eu/Cy5. AID 743269. inhibition, % at 3.7 µM;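 active = inhibition above the screen-wide mean plus 3 SD, cut at about 13% in these data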;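 note: signal is the Cy5 over europium emission ratio at 671 and 618 nm; 0% = plate median of compound wells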
The depositor's hits bear a star; / = no result given; & = joins results of further samples. Some of the compounds tested; the hit share may differ from the screen's.

SMILES	HTRA1 inh	MBD2 inh	TCR CD3 inh	UHRF1 binding	PRMT1 FP inh	rCAG binder	ABHD4 inh	NR1D1 modulator	PG9 Ab binder	LEDGF integ inh
CC1CCCCN1CCCNc1ccc(C(CC(N)=O)NC(=O)Cc2cccc3ccccc23)cc1[N+](=O)[O-] (configuration not stated)	6	-15	-1	-17	-3	-1	-3	4	-1.6	3
Cc1cc(-c2nnc3n2N=C(c2ccccc2Br)CS3)n[nH]1	1	0	1	-1	-5	1	1	-4	-1.1	3
Cc1nn(Cc2ccccc2)c(C)c1NC(=O)CCCn1nc(C)c([N+](=O)[O-])c1C	-3	4	-5	1	3	-7	-1	2	-1.1	-4
O=C(NCCc1ccccc1)c1ccc2[nH]c(=O)c(=O)[nH]c2c1	-2	-2	6	-2	-2	3	8	-8	-1.4	1
CCOC(=O)CC1C(=O)NCCN1C(=S)Nc1ccccc1 (configuration not stated)	4	3	0	2	4	1	-5	4	0.1	-2
COC(=O)CCCCCCCC(=O)Nc1nnc(C(F)(F)F)s1	4	-2	4	2	1	-3	-5	2	-2.3	2
COc1cccc(NC(=O)C2(C)CCN2Cc2ccc(OC(C)C)cc2)c1 (configuration not stated)	/	1	6	12	-2	0	-8	-2	-0.8	-3
COc1ccc(OCc2ccc(/C=N\NC(=O)c3sccc3C)o2)cc1	-10	2	2	0	2	2	-14	3	-1.0	-2
Cc1cc(C)n(-c2ccc(C(=O)Nc3cc(C(F)(F)F)ccc3N3CCOCC3)cc2)n1	-5	-2	1	2	1	-2	-3	10	0.3	-2
CN(C)C(CNC(=O)c1ccc(C2SCCS2)cc1)c1ccccc1 (configuration not stated)	-7	-1	-4	7	6	3	-6	-3	1.8	-2
COc1cc(C(=O)NCC(=O)N2CC=C(c3ccccc3)CC2)cc(OC)c1OC	0	0	2	-1	2	-4	-1	-3	-0.8	-4
COc1ccccc1N1CCN(C(=O)c2ccc(CN3CCc4ccccc4C3)cc2)CC1	-3	3	-3	-3	1	-10	8	-4	-0.1	-2
C1CN(CC2COC(CN3CCOCC3)CO2)CCO1 (configuration not stated)	-2	1	1	-3	-5	0	-13	5	-2.1	0
O=C1C(Cl)=C(N2CCOCC2)C(=O)N1c1ccc(Br)cc1	2	-1	2	-1	25*	4	7	2	-1.0	-1
O=C(Cn1c(C(F)(F)F)nc2ccccc21)Nc1ccccc1N1CCOCC1	0	-1	6	-1	0	-6	2	5	-0.9	0
COc1ccc(CN2CC(=O)N(c3cccc(Cl)c3)C2=S)cc1OC	-5	-3	3	-2	-2	-2	-11	-1	-2.2	4
CC1(C(=O)NS(=O)(=O)c2ccccc2)CCN1C(=O)c1ccc(C2CCCCC2)cc1 (configuration not stated)	/	4	-8	3	3	18	-2	-3	-0.3	-3
O=C1c2ccccc2C(=O)N1Cc1nc2ccccc2c(=O)n1CCN1CCOCC1	-5	4	-4	1	1	-4	12	-1	-1.4	-3
NC(=O)c1ccsc1NC(=O)CSc1nc2ccccc2c(=O)n1CCCO	-15	-1	-1	3	-1	6	-5	-4	-0.9	3
C/C(=N\NC(=O)CCC(=O)N/N=C(\C)c1ccc(C)o1)c1ccc(C)o1	/	3	-6	-2	1	1	2	4	-3.0	1
O=C(CCC1CCN(C(=O)c2cc(C(F)(F)F)ccc2Cl)CC1)NC1CC1	0	1	-3	-4	-1	-4	0	-7	0.4	0
Cc1csc(SCC(=O)NC2CCCC2)n1	-3	-1	1	1	-4	1	-6	1	-1.8	2
O=C(NCCc1ccccc1)c1ccc(CS(=O)Cc2ccc(Cl)cc2)o1 (configuration not stated)	-2	2	-5	2	-4	-4	-7	-8	-0.9	0
CC(=O)N1c2ccc(S(=O)(=O)N3CCCC3)cc2CC1C(=O)NCc1ccccc1F (configuration not stated)	-2	3	6	-1	1	3	2	-7	1.1	-3
COC(=O)Cn1c(=O)cnc2ccccc21	8	-2	-3	0	-5	-2	-4	-6	3.5	-3
COC(=O)C1=C(O)/C(=C\c2ccc(OCC(=O)Nc3ccccc3OC)cc2)N=C1C	-2	-6	7	2	3	7	3	-1	-7.3	3
O=C(COc1ccc(Br)cc1)NCCCn1ccnc1	0	6	0	0	-1	0	4	5	-2.8	1
CN1/C(=C\C(=O)CSc2nnc(NCc3ccccc3)s2)C(C)(C)c2ccccc21	-29	-5	5	-1	2	-3	-18	1	-2.8	1
CCC(C)(C)NC(=O)C(OC(=O)c1ccco1)c1ccccc1OC (configuration not stated)	-9	2	7	-5	-1	-4	-2	4	-1.0	0
CCCCc1cc(=O)oc2cc(OCC(=O)N3CCc4ccccc43)ccc12	-1	-2	0	-1	0	1	-3	15	-1.2	-1
COc1ccc(C2Cc3ccccc3C(=O)O2)cc1 (configuration not stated)	-4	4	-6	1	0	-7	13	0	-0.1	3
CCOCCn1c(C(C)C)nc2ccccc21	3	3	3	1	-2	-6	-2	1	0.3	0
Cc1nc2cc(NC(=O)c3ccc(N4C(=O)CCC4=O)cc3)ccc2s1	-3	0	4	1	1	-4	4	1	0.0	4
O=C(NCCc1cccc(Cl)c1)c1cc([N+](=O)[O-])ccc1Cl	-4	2	5	0	1	-1	0	4	-2.7	1
CCOC(=O)/C(C#N)=C/c1ccc(OC)c(OC)c1	0	-1	11	0	-3	0	-5	0	-1.6	2
COC(=O)[C@@H](Cc1ccccc1)N[C@H](/C=C/c1ccccc1)[C@@H](O)Cc1ccccc1	/	2	-2	-3	1	3	-1	0	-0.3	1
Cc1cc(NC(=O)CSCC(=O)N(c2ccc(F)cc2)C(C(=O)NC2CCCCC2)c2ccc(O)c(O)c2)no1 (configuration not stated)	22	-8	4	0	1	4	6	4	1.1	-6
CN(C)CCN(C(=O)c1cc(Cl)sc1Cl)c1nc2ccc(F)cc2s1	5	4	-6	-1	1	0	8	3	-0.3	-2
COc1ccc(/C=N/NC(=O)c2ccc(Br)cc2)cc1CN1CCOCC1	8	-3	1	-4	-1	-4	-7	2	0.1	-1
CN(C(=O)C(C)(C)C)c1ccc(OCC(=O)N2CCc3ccccc3C2)cc1	7	6	-2	-1	1	-6	4	-5	-0.5	0
CCc1ccc(S(=O)(=O)N2CCN(Cc3ccco3)CC2)cc1	2	5	-4	1	2	-7	0	5	3.4	-6
Cc1ccccc1C(=O)N1CCN(S(=O)(=O)c2cccs2)CC1	3	0	1	3	1	0	0	0	1.4	-2
O=S(=O)(/C=C/c1ccccc1)N1CCN(c2cccc(Cl)c2)CC1	-6	-2	7	-1	-1	-3	0	-4	-0.4	-1
CCN(CC)CCCN=Cc1c(-c2ccccc2)[nH]n(-c2nc3ccccc3s2)c1=O	2	2	-3	-1	1	15	8	2	0.6	-1
O=C(O)C1CCCCC1C(=O)N1CCCC1 (configuration not stated)	-3	3	-1	1	-1	-3	1	6	0.5	-4

No new results follow: 3 of the compounds above.
SMILES	HTRA1 inh	MBD2 inh	TCR CD3 inh	UHRF1 binding	PRMT1 FP inh	rCAG binder	ABHD4 inh	NR1D1 modulator	PG9 Ab binder	LEDGF integ inh
O=C(Cn1c(C(F)(F)F)nc2ccccc21)Nc1ccccc1N1CCOCC1	0	-1	6	-1	0	-6	2	5	-0.9	0
COc1ccc(CN2CC(=O)N(c3cccc(Cl)c3)C2=S)cc1OC	-5	-3	3	-2	-2	-2	-11	-1	-2.2	4
CC1(C(=O)NS(=O)(=O)c2ccccc2)CCN1C(=O)c1ccc(C2CCCCC2)cc1 (configuration not stated)	/	4	-8	3	3	18	-2	-3	-0.3	-3

(listing goes on)
SMILES	HTRA1 inh	MBD2 inh	TCR CD3 inh	UHRF1 binding	PRMT1 FP inh	rCAG binder	ABHD4 inh	NR1D1 modulator	PG9 Ab binder	LEDGF integ inh
CC1CN(C(=O)CCC(=O)NC(C)c2ccccc2)c2cc(Cl)ccc2O1 (configuration not stated)	-8	0	-3	-1	-4	-3	-2	-3	0.7	-1
CCOC(=O)N1CCN(S(=O)(=O)c2ccc3c4c(cccc24)C(=O)N3)CC1	2	-6	-4	-2	4	1	6	-2	0.4	-2
O=C(Nc1ccc(F)cc1)c1ccc2ncsc2c1	-13	-1	-1	1	9	5	2	1	0.1	-4
Cc1nn(CC(=O)N2CCOCC2)c(=O)c2c1sc1ccccc12	0	-4	2	-1	-3	-1	-4	-3	-0.6	-2
CCCCC(CC(C)O)c1n[nH]c(=S)n1-c1ccccc1 (configuration not stated)	3	3	0	4	6	2	0	-2	-1.4	-6
Cc1ccc(/C=c2\s/c(=C(/C#N)C(=O)N3CCCC3)n(Cc3ccco3)c2=O)s1	1	-2	-5	5	26*	35*	2	-1	-3.1	14*
COc1ccc2sc(NC(=O)c3ccco3)nc2c1	-2	6	4	20	4	0	-1	-4	-0.5	-1
O=C(CCOc1ccccc1)Nc1ccccc1[N+](=O)[O-]	3	6	2	1	5	3	-7	-4	-1.3	0
Cc1ccc(N=C(NOC(=O)c2ccccc2)c2nonc2N)c(C)c1	16	-1	1	-2	-1	0	-3	-2	1.2	1
CC(=O)c1ccc(S(=O)(=O)Nc2ccc3c(c2)OCO3)cc1	8	1	-5	2	2	7	0	1	-0.8	-4
O=C(/C=C/c1ccco1)N/C(=C\c1ccccc1)C(=O)NCCc1nc2ccccc2[nH]1	-5	2	1	-3	-1	4	3	-4	-0.7	2
COc1ccc(-c2nc(CS(=O)(=O)CC(=O)NCCc3cc(OC)ccc3OC)c(C)o2)cc1	-11	5	0	1	-3	-8	-9	-3	0.2	0
COc1cccc(OC)c1C(=O)Nc1ccc(Cc2ccncc2)cc1	5	0	-5	4	-2	0	-1	1	1.1	4
CC(C)Cc1ccc(/C=C/C(=O)N2CCCCC2)cc1	-4	2	3	-3	1	-7	4	1	-0.3	0
CCOC(=O)CC(=O)NC1(Cc2ccc(O)cc2)CCCCC1	9	-5	11	0	3	-2	0	-5	-2.4	1
Cc1c(CC(=O)NCC(=O)O)c(=O)oc2cc3c(cc12)CCC(C)(C)O3	4	0	-1	-2	-8	0	7	-1	-0.2	2
CCn1nc(NS(=O)(=O)c2ccc([N+](=O)[O-])cc2)c2cc3cc(C)ccc3nc21	1	-2	-7	3	1	16	1	0	-3.1	-5
O=C(N/N=C/c1cccnc1)c1cc(-c2ccccc2)nc2ccccc12	-19	-4	-1	-4	-3	4	1	-9	0.3	1
C=CCNC(=O)CSc1nnc(-c2ccccc2Br)n1-c1cccc(C(F)(F)F)c1	-7	-5	-1	-1	1	1	-2	-5	-0.1	0
Cc1ccc2nc(CSc3nnc(-c4ccco4)n3-c3ccccc3)cc(=O)n2c1	2	5	-4	5	9	-3	-4	-1	-3.5	0
Nc1ccn(C2CSC(CO)O2)c(=O)n1 (configuration not stated)	/	-2	2	3	-1	5	-6	-4	0.8	1
CCc1c(C)nc2[nH]nc(-c3ccccc3C)n2c1=O	2	-2	1	-1	1	0	-2	-1	0.0	0
CC1CCCCC12NC(=O)N(CC(=O)NC(=O)NCc1ccco1)C2=O (configuration not stated)	10	0	1	-1	-2	1	-1	4	0.1	0
Nc1ncnc2c1ncn2[C@@H]1O[C@H](CO)[C@@H](O)[C@@H]1O	4	-2	-2	1	-5	4	2	-3&-3	-2.6	2
Cc1nn(-c2ccccc2)c(C)c1C(=O)OCC(=O)Nc1ccccc1C(F)(F)F	-5	-2	-4	0	4	-3	-5	2	1.4	-3
O=C(Cn1nnc(-c2cccs2)n1)Nc1ccccc1C(F)(F)F	4	-2	2	-1	3	-2	4	/	-0.8	0
CC1=C(C(=O)OC(C)C)C(c2ccc(Cl)cc2)n2c(sc(=Cc3ccc(OCC(=O)O)cc3)c2=O)=N1 (configuration not stated)	/	1	8	2	12	42*	-28	-14	-0.6	4

Compound activity: PubChem, several laboratories
